# STAT1 act: STAT1 signaling activators, primary screen, cell-based, HTS, luciferase reporter; NIH 3T3 STAT1-luciferase reporter, IFN-gamma, luminescence; 100% = IFN-gamma alone, no compound; activation (% of control), % at 5.5 µM; 2.6% of 200,000 active;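 active = activation above the screen-wide mean activation plus 3 SD, cut at about 130% in these data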;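 also: raw ratio to IFN-gamma control signal so 100% means no change and 0% no light; values of inactives mirror those of a sister screen read the other way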
# DTT redox prof: compounds producing H2O2 with reducing agent – biochemical, NIH compound library profiling, artefact control for MLSCN library redox annotation, primary screen; 0.03% of 200,000 active; DTT-dependent redox cycling H2O2, phenol red/HRP absorbance; 100% = 100 µM peroxide control, 0% = buffer; activation, % at 10 µM;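 active = activation of at least 50% relative to the plate's high and low controls in the primary single-dose screen; inactive = activation below 50%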;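 also: compound incubated with DTT at 0.8 mM final as the reducing agent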
# FLuc inh counter: firefly luciferase enzyme inhibitors, primary screen, artefact control for luciferase-based inhibitor screens, biochemical, luminescence, ATPLite | Luciferin 4-monooxygenase (Photinus pyralis), P08659 | 10 min | inhibition, % at 10 µM | 1.5% of 200,000 active | AID 1006, 2008;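 active = inhibition above about 50% when tested at 10 µM, limit read from the data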
# Target sequence (P08659 whole entry, looked up): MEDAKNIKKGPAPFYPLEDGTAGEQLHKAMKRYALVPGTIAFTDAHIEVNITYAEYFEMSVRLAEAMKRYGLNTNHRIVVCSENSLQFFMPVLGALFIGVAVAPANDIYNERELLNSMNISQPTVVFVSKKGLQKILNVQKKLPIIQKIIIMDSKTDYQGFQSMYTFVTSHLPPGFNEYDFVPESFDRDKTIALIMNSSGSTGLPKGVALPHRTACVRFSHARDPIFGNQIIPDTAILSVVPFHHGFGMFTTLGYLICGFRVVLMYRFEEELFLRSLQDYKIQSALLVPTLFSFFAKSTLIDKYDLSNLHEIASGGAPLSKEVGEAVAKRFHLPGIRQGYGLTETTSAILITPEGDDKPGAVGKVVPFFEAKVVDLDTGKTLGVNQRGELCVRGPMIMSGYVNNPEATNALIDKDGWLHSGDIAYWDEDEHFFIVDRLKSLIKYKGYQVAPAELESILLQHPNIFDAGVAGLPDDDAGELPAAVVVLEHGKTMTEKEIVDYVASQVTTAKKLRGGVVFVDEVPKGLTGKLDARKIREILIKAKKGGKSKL
# HMGR II inh: inhibitors of E. faecalis class II HMGR, primary screen, biochemical, Enterococcus faecalis | HMG-CoA reductase (Enterococcus faecalis, mvaE) | 0.41% of 190,000 active | inhibition, % at 10 µM | purified E. faecalis HMGR, NADPH absorbance 340 nm kinetic;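 active = inhibition above a set limit, the median over all tested compounds plus 3 SD, cut at about 9.5% in these data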;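 also: enzyme runs in reverse so mevalonate oxidation gives rising NADPH absorbance; 0% = complete reaction with DMSO and 100% = background rate lacking mevalonate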
# NF-kB expr up: activators of NF-kB expression in neurons, primary screen, cell-based, HTS; human neuronal cells, NF-kB reporter expression; hits give high values; fold change at 12.5 µM; 1.6% of 190,000 active; AID 1239, 2008; in the data active = fold change above about 3.3
# Hsp70 activator: Hsp70 transcriptional activators, primary screen, cell-based, HeLa, Hsp70 promoter luciferase, luminescence, 10 µM. 0.04% of 200,000 active. HeLa Hsp70 promoter luciferase reporter; scaled: vehicle 0, proteasome-inhibitor control 100%. AID 1203, 2008. activation, % at 10 µM;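 active = activation above the mean across all tested compounds plus 3 SD, cutoff set per campaign, cut at about 5.5% in these data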;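 also: 100% = MG132 at 30 µM as the positive control and 0% = DMSO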
# APP 5'UTR act: activators of APP 5'UTR luciferase reporter, primary screen, SH-SY5Y cells; SH-SY5Y APP 5'UTR luciferase reporter, luminescence; zero percent = DMSO vehicle wells; activation, % at 2 µM; 1% of 190,000 active;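 active = activation above a set limit, based on mean plus 3 SD of controls, cut at about 140% in these data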; also: values of inactives mirror those of a sister screen read the other way
# G6PDH counter: L. mesenteroides G6PDH inhibitors, counter-screen for G6PDH-coupled screening assays, biochemical, Leuconostoc mesenteroides enzyme | glucose-6-phosphate dehydrogenase [Leuconostoc mesenteroides] | Purified L. mesenteroides G6PDH, diaphorase/resazurin coupled fluorescence, 45 min | inhibition, % at 5 µM | 0.12% of 200,000 active | AID 1020, 2008; in the data active = inhibition above about 50%
# FLuc act counter: FLuc activators, initial screening, artefact control for FLuc-dependent activation tests, biochemical, ATPlite luminescence; Luciferin 4-monooxygenase (Photinus pyralis), P08659; ATPlite luciferase biochemical, 10 min; 0 = ATP-free wells, 1 = DMSO control; activation factor at 10 µM; 200,000 tested, under 10 active;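 active = luciferase activation factor, scaled between plate controls, of at least 2 with compound at 10 µM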
#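 Material: Luciferase/luciferin reagent mix | Doses: Test compounds dosed from 2 mM stocks in 100% DMSO | Timing: 10 min incubation after luciferase reagent addition, room temperature | Measured by: Luminescence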
# APP transl inh: inhibitors of APP translation via 5'UTR reporter, primary screen, APP 5'UTR luciferase, SH-SY5Y cells; SH-SY5Y APP 5'UTR-luciferase reporter, luminescence; 0.82% of 190,000 active; inhibition, % at 2 µM;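 active = inhibition above a set limit, derived from the sample mean plus 3 SD, cut at about 45% in these data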; also: values of inactives mirror those of a sister screen read the other way
# An asterisk follows results filed as active; / = not tested or not shown.
SMILES,STAT1 act,DTT redox prof,FLuc inh counter,HMGR II inh,NF-kB expr up,Hsp70 activator,APP 5'UTR act,G6PDH counter,FLuc act counter,APP transl inh
CCOc1c(Cl)cc(Cl)cc1CNCCNCCO,95.2,-7.5,-2.3,-4.3,1.25,-0.1,-2.1,4.5,1,2.1
Cc1ccccc1NC(=S)N(CCN1CCOCC1)Cc1ccccc1F,98.1,-0.1,5.5,-7.2,1.42,-0.1,-1.7,9.0,0.9,1.7
COC(=O)c1ccc(N2CCN(S(=O)(=O)c3ccc(C)cc3)CC2)c([N+](=O)[O-])c1,90.5,2.6,-8.6,-6.6,0.7,0.4,/,-33.7,1.1,/
CC(=O)c1ccc(OC(=O)CCc2nc3ccccc3s2)cc1,94.1,-1.9,1.3,-5.9,1.22,-0.3,20.8,-3.8,1,-20.8
Cc1cc(NC(=O)c2nn3cccnc3c2Cl)no1,122.2,0.7,42.2,-3.6,2.46,-0.2,/,-0.3,0.6,/
COc1ccc(C(=O)N2C(=S)NC(=O)/C2=C\c2ccc(C)cc2)cc1,109.4,-0.2,7.5,-3.4,1.18,-0.5,18.7,-12.1,0.9,-18.7
Cc1[nH]nc(SCC(=O)NC(C)c2ccccc2)c1[N+](=O)[O-] (centres undefined),100.6,0.3,-7.6,-3.3,0.89,-0.2,-2.5,11.7,1.1,2.5
COc1cccc(/C(O)=C2/C(=O)C(=O)N(CCCN3CCOCC3)C2c2ccncc2)c1 (centres undefined),101.7,1.5,-9.4,-5.4,1.25,-0.2,0.8,5.1,1.1,-0.8
CCCc1cc(=O)[nH]c(SCC(=O)CSc2nc(CCC)cc(=O)[nH]2)n1,97.5,-0.1,-6.5,-7.7,1.3,-0.1,12.5,6.4,1.1,-12.5
Cc1ccc(NC(=O)COC(=O)CN2C(=O)NC3(CCCC3)C2=O)cc1S(=O)(=O)N(C)C,106.1,0.0,-4.0,-3.2,1.02,0.7,0.4,10.8,1,-0.4

# Limited to STAT1 act, APP transl inh and HMGR II inh, for some of the entries so far:
molecule | STAT1 act | APP transl inh | HMGR II inh
COc1ccc(C(=O)N2C(=S)NC(=O)/C2=C\c2ccc(C)cc2)cc1 | 109.4 | -18.7 | -3.4
Cc1[nH]nc(SCC(=O)NC(C)c2ccccc2)c1[N+](=O)[O-] (centres undefined) | 100.6 | 2.5 | -3.3

# Further entries follow:
SMILES,STAT1 act,DTT redox prof,FLuc inh counter,HMGR II inh,NF-kB expr up,Hsp70 activator,APP 5'UTR act,G6PDH counter,FLuc act counter,APP transl inh
Cc1cccc(CS(=O)(=O)c2nnc([C@H](Cc3ccccc3)NC(=O)OC(C)(C)C)o2)c1,75.1,0.3,-6.1,-8.9,0.69,-0.3,-72.2,4.9,1.1,72.2*
CSC(=NC#N)N1CCN(c2ccc([N+](=O)[O-])cc2)CC1,86.2,-0.3,-2.2,-1.9,1.11,-0.1,-13.6,16.4,1,13.6
COCCNC(=O)CN(C(=O)Cn1nnc2ccccc21)c1ccc(C)c(F)c1,104.2,0.0,-1.7,-3.9,1.4,-0.2,/,6.0,1,-3.2
COc1ccc(Cl)cc1C(=O)CSc1nc(N)cc(N)n1,98.2,-0.6,-1.4,1.7,1.03,-0.3,15.7,-4.5,1,-15.7
C=CCN1C(=O)N/C(=C/c2ccc(C)o2)C1=O,103.5,0.1,2.5,-0.6,1.08,-0.4,-0.4,-9.2,1,0.4
Cc1nc(SCc2cccc(F)c2)[nH]c(=O)c1C#N,97.0,-0.3,1.5,0.4,1.08,-0.4,-14.2,4.9,1,14.2
Cc1cc(NCCCCO)n2c(nc3ccccc32)c1C#N,82.4,-1.1,4.2,-1.0,1.01,-0.2,-1.1,-13.7,1,1.1
Nc1ccc(S(=O)(=O)c2ccc(N)c(N)c2)cc1,95.2,-0.6,-1.5,-6.9,1.05,-0.2,-0.1,7.0,1,0.1
COc1ccc(NC2C=CS(=O)(=O)C2)c(OC)c1 (centres undefined),99.5,0.5,3.4,-3.2,0.87,0.1,14.2,8.2,1,-14.2
O=C(CN1CCN(S(=O)(=O)c2ccc3ccccc3c2)CC1)NC(=O)NC1CCCCC1,101.4,0.2,-5.6,-3.4,0.77,-0.2,/,4.3,1.1,/
COc1cccc(/C=N/Nc2cc(Cl)nc(C)n2)c1O,97.4,6.5,53.7*,-0.4,1.09,-0.5,59.0,42.9,0.5,-59.0
COc1ccc(NC(=O)C2CCCN(S(=O)(=O)c3cccc4nonc34)C2)c(OC)c1 (centres undefined),101.7,0.6,-2.0,-7.8,1.26,-0.5,-38.7,7.4,1,38.7
Cn1ncc(N)c1C(=O)Nc1cccc(C(F)(F)F)c1,106.3,-1.7,-2.8,0.9,1.21,0.0,-14.6,5.8,1,14.6
N#CC1=C(N)N2C(=C(C#N)C1c1ccc(Br)cc1)Nc1ccccc12 (centres undefined),91.8,0.5,-6.0,-7.3,0.56,-0.1,-9.9,-12.2,1.1,9.9
CC1CCCN(C(=O)CSc2nc3ccccc3o2)C1 (centres undefined),120.1,0.2,-1.9,-2.3,2.11,0.1,45.2,-3.9,1,-45.2
CC1=CC(C)(C)n2c(O)c(C3=NC(=S)NC3=O)c3cc(OC(=O)c4cccc5ccccc45)cc1c32,97.8,2.6,0.2,-2.7,1.17,0.0,-9.1,-0.4,1,9.1
CCN(CCn1cccn1)C(=O)c1cc(COc2c(F)cccc2F)on1,90.6,1.9,-5.9,-1.8,0.9,-0.4,8.6,0.9,1.1,-8.6
COc1ccc(C(=O)OC2CCN(C)CC2)cc1,100.8,0.0,-1.7,-5.8,1.3,-0.3,2.2,5.6,1,-2.2
CCC[n+]1cn(/C(C(=S)Nc2cccc(Cl)c2C)=C(/[O-])c2ccc(OC)c(OC)c2)c2ccccc21,99.7,-0.2,-7.1,-6.8,0.99,-0.1,-11.2,2.3,1.1,11.2
CCC1(C)CC(CCN(Cc2ccco2)C(C)=O)(c2ccccc2)CCO1 (centres undefined),97.2,-1.0,-4.3,-9.8,1.11,-0.1,0.7,6.0,1,-0.7

# Record cards (already shown). Values in the order: STAT1 act | DTT redox prof | FLuc inh counter | HMGR II inh | NF-kB expr up | Hsp70 activator | APP 5'UTR act | G6PDH counter | FLuc act counter | APP transl inh
# Record of COc1ccc(C(=O)OC2CCN(C)CC2)cc1 → 100.8 | 0.0 | -1.7 | -5.8 | 1.3 | -0.3 | 2.2 | 5.6 | 1 | -2.2
# Record of Cn1ncc(N)c1C(=O)Nc1cccc(C(F)(F)F)c1 → 106.3 | -1.7 | -2.8 | 0.9 | 1.21 | 0.0 | -14.6 | 5.8 | 1 | 14.6
# Record of CCC[n+]1cn(/C(C(=S)Nc2cccc(Cl)c2C)=C(/[O-])c2ccc(OC)c(OC)c2)c2ccccc21 → 99.7 | -0.2 | -7.1 | -6.8 | 0.99 | -0.1 | -11.2 | 2.3 | 1.1 | 11.2

# Additional records follow.
SMILES,STAT1 act,DTT redox prof,FLuc inh counter,HMGR II inh,NF-kB expr up,Hsp70 activator,APP 5'UTR act,G6PDH counter,FLuc act counter,APP transl inh
CN(C)S(=O)(=O)c1cccc(NC(=O)COC(=O)c2ccc(Br)o2)c1,85.4,0.5,-2.1,-1.5,1.42,-0.2,-2.7,8.9,1,2.7
COc1ccc(NC(=O)CCCn2c(=O)c3sccc3n(Cc3ccccc3C)c2=O)cc1,99.8,0.3,-1.0,-6.5,0.81,-0.3,28.1,8.4,1,-28.1
O=C(NC1CCCCC1)C(c1ccncc1)N(Cc1ccc2c(c1)OCO2)C(=O)c1cnsn1 (centres undefined),93.8,1.0,-1.7,-0.2,1.02,-0.5,5.9,1.7,1,-5.9
CCOc1ccc2[nH]cc(C(=O)O)c(=O)c2c1,96.2,0.9,-5.2,-1.3,1.05,-0.3,1.9,-9.1,1.1,-1.9
N#C/C(=C\c1cn(Cc2ccccc2C#N)c2ccccc12)C(=O)NCc1cccs1,104.5,-1.6,-1.3,1.8,1.28,-0.2,15.9,5.4,1,-15.9
COc1ccc(COC(=O)Nc2cn(C)nc2C(F)(F)F)cc1,108.8,-0.5,-0.7,-0.9,0.79,0.0,-4.0,-1.2,1,4.0
COc1cccc(CC(=O)Nc2ccc3nc(C)sc3c2)c1,95.8,-0.4,-0.1,-2.6,1.25,-0.3,11.3,10.5,1,-11.4
CCOC(=O)c1c(NC(=O)CN2CCCCC2)sc2c1CCCC2O (centres undefined),100.5,-0.7,-2.2,1.1,1.14,0.1,-7.2,3.5,1,7.2
O=C(CN(C(=O)c1ccc(Cl)cc1Cl)N1C(=O)C2C3C=CC(C3)C2C1=O)c1ccc(F)cc1 (centres undefined),96.6,-4.5,/,/,/,-0.2,6.0,/,/,-6.0
COc1ccccc1NC(C)C(=O)N/N=C/c1ccccc1OCc1cccc(Br)c1 (centres undefined),106.0,0.3,-3.1,-5.9,1.12,-0.2,5.1,-0.5,1,-5.1
COCn1c(COc2ccc3ccccc3c2)nc2ccccc21,137.9*,1.7,59.8*,-4.9,3.91*,0.3,96.1,7.9,0.4,-96.1
COc1ccc(CCNC(=O)CN2C(=O)NC(C)(c3ccc([N+](=O)[O-])cc3)C2=O)cc1 (centres undefined),100.2,-1.8,1.0,3.5,1.02,0.1,-23.2,20.4,1,23.2
N=C1C(c2nc(-c3ccc(F)cc3)cs2)=C(O)CN1CCCN1CCOCC1,98.9,2.5,-8.0,-2.0,0.61,-0.2,-2.0,12.3,1.1,2.0
CCC(C(=O)O/N=C(\N)c1ccccc1)c1ccccc1 (centres undefined),103.2,-2.8,6.4,1.8,1.82,0.1,-15.1,3.1,0.9,15.1
CC(C)NC(=O)c1cc(-c2ccco2)on1,116.6,-0.4,2.5,-6.5,1.53,0.1,34.9,4.7,1,-34.9
COc1ccc(CCNC(=O)C(C(=O)c2ccc(F)cc2)n2ccccc2=O)cc1OC (centres undefined),99.6,0.3,0.2,-2.0,0.93,-0.2,14.5,23.8,1,-14.5
CCc1ccc(NC(=O)c2cc(-c3ccc(OC)cc3)on2)cc1,101.2,0.3,-3.0,-1.1,1.07,-0.4,8.9,3.0,1,-8.9
Brc1ccc(-c2noc(COc3ccc4ccccc4c3)n2)o1,96.5,-1.2,-5.6,-0.1,1.06,0.5,5.7,-0.6,1.1,-5.7
Cc1ccc(NC(=O)CN(c2ccc3c(c2)OCO3)S(=O)(=O)c2c(C)n[nH]c2C)cc1,99.9,-0.4,2.2,-4.2,1.61,-0.4,-15.3,8.2,1,15.3
O=[N+]([O-])c1ccc(O)c(-c2nn[nH]n2)c1,108.7,-0.2,2.5,-1.5,0.93,0.4,7.3,27.4,1,-7.3
O=C(c1ccc([N+](=O)[O-])cc1)N1CCN=C1SCc1ccccc1,94.4,0.6,-1.5,0.4,1.05,-0.2,-0.8,2.5,1,0.8
C/C(CC(=O)Nc1ccc(Cl)c(C(F)(F)F)c1)=N\NC(=O)c1cccc(O)c1,100.3,1.6,0.2,-3.4,1.39,-0.1,59.9,-7.2,1,-59.9
COC(=O)c1ccc(NC2=CC(=O)CC(C)(C)C2)cc1,99.9,-0.9,-2.0,-0.2,1.4,0.0,15.8,0.4,1,-15.8
